Assay outcomes: PubChem BioAssay, The Scripps Research Institute Molecular Screening Center
M1 ag: activates human CHRM1 receptor; CHO-K1 hM1, Fluo-8 calcium fluorescence, agonist mode; 0% DMSO, 100% acetylcholine EC100; activation, % at 3 µM; P11229; 360,000 tested, 0.33% active; AID 588814;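 active = activation above the run's mean compound activation plus 3 SD, cut at about 16% in these data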;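 note: peak over basal fluorescence ratio within a 140 s kinetic read after compound addition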
Target sequence (P11229 whole entry, looked up): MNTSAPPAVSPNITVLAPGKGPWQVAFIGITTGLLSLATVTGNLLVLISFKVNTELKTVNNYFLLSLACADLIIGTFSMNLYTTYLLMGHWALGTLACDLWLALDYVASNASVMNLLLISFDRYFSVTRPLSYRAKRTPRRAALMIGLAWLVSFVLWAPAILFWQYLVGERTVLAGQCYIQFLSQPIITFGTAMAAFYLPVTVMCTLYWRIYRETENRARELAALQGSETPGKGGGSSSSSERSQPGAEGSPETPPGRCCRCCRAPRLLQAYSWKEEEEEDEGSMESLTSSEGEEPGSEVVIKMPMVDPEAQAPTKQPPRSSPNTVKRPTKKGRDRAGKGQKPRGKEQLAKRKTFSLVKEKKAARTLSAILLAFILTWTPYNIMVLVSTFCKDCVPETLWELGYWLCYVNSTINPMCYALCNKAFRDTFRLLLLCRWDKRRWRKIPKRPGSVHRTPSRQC
CHRM5 PAM: positive allosteric modulators of human muscarinic M5 receptor; P08912; CHO-K1 hM5, Fluo-8 calcium, ACh EC20 PAM; 0% = ACh EC20, 100% = ACh EC100; activation, % at 3 µM; 360,000 tested, 0.3% active;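 active = activation above the run cutoff, the mean activation of all test compounds plus 3 SD, cut at about 18% in these data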
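system = human M5 receptor in CHO-K1 cells | reagent = EC20 acetylcholine as agonist stimulus | compound dosing = single-point, 3 µM nominal | incubation = Fluo-8 loading 80 min at 37 °C plus 30 min room temperature | detection = Fluo-8 calcium dye fluorescence, kinetic read | benchmarks = low control EC20 acetylcholine (0%), high control EC100 acetylcholine (100%)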
M1 antag: antagonists of human M1 muscarinic receptor | P11229 | CHO-K1 hM1, Fluo-8 calcium fluorescence, ACh EC80 antagonist | inhibition, % at 3 µM | 360,000 tested, 1.3% active;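 active = percent inhibition above its own plate's cutoff, namely the mean of that plate's compound wells plus 3 SD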;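 note: peak over basal fluorescence ratio during 140 s after agonist addition; 0% = ACh EC80 plus DMSO and 100% = DMSO alone without agonist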
M4 ag: agonists of human muscarinic M4 receptor (CHRM4); activation, % at 3 µM; 360,000 tested, 0.14% active; P08173; CHO-K1 hM4/Gqi5, Fluo-8 calcium fluorescence; vehicle 0%, full acetylcholine response 100%;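 active = activation above the run mean over all test wells plus 3 SD, cut at about 32% in these data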;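 note: peak over basal fluorescence ratio per well then scaled between controls; 0% = DMSO wells and 100% = acetylcholine at EC100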
Target sequence (P08173 whole entry, looked up): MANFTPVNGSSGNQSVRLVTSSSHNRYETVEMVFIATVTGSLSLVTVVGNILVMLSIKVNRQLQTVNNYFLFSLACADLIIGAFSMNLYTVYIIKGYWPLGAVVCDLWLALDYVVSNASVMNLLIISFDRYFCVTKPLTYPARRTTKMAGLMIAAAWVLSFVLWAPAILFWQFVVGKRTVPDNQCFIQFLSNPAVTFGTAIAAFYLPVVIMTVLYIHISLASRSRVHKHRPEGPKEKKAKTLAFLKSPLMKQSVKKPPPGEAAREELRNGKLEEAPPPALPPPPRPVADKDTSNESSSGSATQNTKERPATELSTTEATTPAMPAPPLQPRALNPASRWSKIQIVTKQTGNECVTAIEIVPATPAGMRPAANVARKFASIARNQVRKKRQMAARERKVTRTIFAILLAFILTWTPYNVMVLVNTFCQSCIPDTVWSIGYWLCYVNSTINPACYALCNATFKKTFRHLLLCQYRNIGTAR
M4 antag: blocks acetylcholine activation of human M4 receptor; P08173; CHO-hM4 cells, ACh EC80, Fluo-8 calcium fluorescence; inhibition, % at 3 µM; 360,000 tested, 0.73% active;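 active = inhibition above its plate's cutoff, the mean inhibition of sample wells plus 3 SD, cut at about 27% in these data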;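 note: 0% = acetylcholine EC80 with DMSO and 100% = DMSO without agonist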
M1 PAM: positive allosteric modulators of human M1 muscarinic receptor; AID 588819; activation, % at 3 µM; 360,000 tested, 0.088% active; CHO-K1 hM1, Fluo-8 calcium fluorescence, ACh EC20; 0% = ACh EC20, 100% = maximal ACh; in the data active = activation above about 19%, passing the limit was not always enough
CHRM5 antagonist: antagonists of human muscarinic M5 receptor (CHRM5); P08912; CHO-hM5 cells, Fluo-8 calcium fluorescence, ACh EC80; inhibition, % at 3 µM; 360,000 tested, 0.59% active; AID 624040;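 active = inhibition above a per-plate cutoff, the mean of that plate's test compounds plus 3 SD, cut at about 27% in these data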;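 note: 0% = acetylcholine EC80 with DMSO and 100% = DMSO without agonist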
TAAR1 ag: human TAAR1 agonism; Q96RJ0; CHO RD-HGA16 TAAR1, Fluo-8 calcium fluorescence; vehicle wells 0%, saturating PEA agonist 100%; activation, % at 3 µM; 360,000 tested, 0.99% active;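 active = activation above the mean activation of all test compounds in the run plus 3 SD, cut at about 38% in these data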
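System: CHO-derived RD-HGA16 cells with stable Gα16 and human TAAR1. Times: 17-24 h plating, Fluo-8 75 min 37 °C, 30 min RT. Measured by: calcium-sensitive Fluo-8 signal, excitation 470-495, emission 515-575 nm. Read-out basis: % activation relative to PEA EC100 response. Control set: DMSO and PEA EC100. Repeats: no replicates (n 1).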
M5 ag: CHRM5 agonism in calcium assay | 360,000 tested, 0.19% active | CHO-K1 hM5 cells, Fluo-8 calcium fluorescence; 0% DMSO wells, 100% maximal acetylcholine response | P08912 | activation, % at 3 µM;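 active = activation above the run's mean over test compounds plus 3 SD, cut at about 23% in these data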;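 note: signal is peak over basal fluorescence ratio across the kinetic read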
* marks the source's active call; other numbers are inactive results; · = no result given. Some of the compounds tested; count on the stated rates, not on these rows.

M1 antag	TAAR1 ag	M1 PAM	M1 ag	M4 ag	CHRM5 antagonist	M4 antag	CHRM5 PAM	M5 ag	molecule
4	-1	1	-7	-2	4	-2	-3	-5	COc1ccc(OC)c(/C=C/C(=O)Nc2ccc3c(c2)CCC3)c1
-23	1	15	-1	1	0	-8	0	0	NC(=O)c1ncn([C@@H]2O[C@H](CNCc3ccc(OCC(=O)Nc4ccccn4)cc3)[C@@H](O)[C@H]2O)n1
2	10	3	-3	1	-1	7	-4	0	CCOC(=O)C(Sc1nn(C)c(=S)s1)C(C)=O (stereo not drawn)
-1	-2	-13	-6	-2	-9	-3	7	-13	O=C(c1cccc(Cl)c1)c1nn(-c2ccccc2)c(=O)cc1C(F)(F)F
-6	4	1	-2	5	-5	-16	-1	3	O=S1(=O)CC(N2CCC(c3ccccc3)CC2)CN1C1CCCCC1 (stereo not drawn)
0	1	4	0	0	1	-12	9	-2	CCOc1cc(CNc2ncn[nH]2)ccc1OCC(=O)NC(C)(C)C
-8	·	4	13	16	15	-5	-12	15	C=CC(C)(C)c1c(O)c(CC=C(C)C)c(O)c2c(=O)c3ccc(O)c(O)c3oc12
-4	17	3	0	1	3	0	6	2	CSc1nc(=S)cc(C)[nH]1
-11	12	4	-3	1	-17	-11	2	-4	Cc1cc(O)c(C(=O)c2ccccc2C(=O)O)cc1C
-3	11	6	9	7	9	-4	1	5	Cc1cccc2c3c([nH]c12)C(=O)CC(C)(C)S3
-14	1	7	-3	1	16	6	-14	-3	COc1ccc(CC(=O)NNC(=O)c2cccs2)cc1
-13	1	12	-3	1	1	1	1	-1	O=C(NCCOc1ccc(F)cc1)C1CCC(=O)N(CC2CCCCC2)C1 (stereo not drawn)
9	13	-7	-4	-2	10	10	-12	-10	CCC(C(=O)Nc1ccccc1-c1ccccc1)c1ccccc1 (stereo not drawn)
-12	2	-3	-4	4	4	-1	-8	-2	O=C(N/N=C/c1cccnc1)c1sc2ccccc2c1Cl
-8	3	1	0	1	0	7	1	1	NC(CO)c1csc(NC(=O)Nc2cccc(Cl)c2)n1 (stereo not drawn)
22	7	-19	-7	1	9	-6	-6	-21	CN1CCN(C(=O)C23CC4CC(C)(CC(C)(C4)C2)C3)CC1
40*	3	-23	-8	1	23	6	-27	-13	CCN(CC)CCNC(=O)C1(c2ccccc2)CCCCC1
13	1	2	-4	0	2	-2	-4	-5	Cc1cc(C(=O)NCC(C)C)c2ccccc2n1
-10	4	5	-3	3	-2	-6	-2	4	NC(=O)C1CCN(C2=C(NS(=O)(=O)c3ccc(Cl)cc3)C(=O)c3ccccc3C2=O)CC1
-11	6	9	-6	0	-1	5	-7	-9	COc1ccccc1NC(=O)C1CCCCC1
-11	0	3	-6	0	-7	0	6	-6	O=C(COc1ccc(-n2cnnn2)cc1)NCCc1ccc(F)cc1
-9	1	12	-2	0	-6	7	8	1	CC(=O)N/C(=C/c1ccc2c(c1)OCO2)C(=O)NCC(=O)O
20	-1	-4	-1	2	5	-5	-1	-1	CC(C)COCC(O)CC(Cc1ccccc1)C(=O)NN (stereo not drawn)
-8	4	5	-2	1	2	0	0	3	COc1cc(NC(=O)CS(=O)(=O)c2ccccc2)cc(OC)c1OC
-15	5	7	-3	1	-13	-23	-1	0	C[C@@H]1CCCCO[C@@H](CN(C)S(=O)(=O)c2ccc(F)cc2)[C@@H](C)CN([C@H](C)CO)C(=O)c2cc(NC(=O)c3ccccc3)ccc2O1
3	15	-10	-15	0	7	0	-7	-8	O=C(C[n+]1cc(-c2ccc(Cl)c(Cl)c2)n2c1CCC2)OCc1ccccc1
-4	4	2	-3	1	8	4	-5	-3	CCc1nnc(NC(=O)C2CCCN2S(=O)(=O)c2ccc(C)cc2)s1 (stereo not drawn)
0	1	3	-1	-1	6	-4	-4	0	O=c1oc2cc(OCc3nn[nH]n3)ccc2c2c1CCCC2
-6	3	9	-2	0	5	-3	4	4	CCCCn1c(N)c(N(CCOC)C(=O)COC(=O)CCOc2ccccc2)c(=O)[nH]c1=O
-8	3	12	-5	4	5	4	5	1	Nn1cnc2scc(-c3cccs3)c2c1=O

Molecules above that contain a Cl atom:
M1 antag	TAAR1 ag	M1 PAM	M1 ag	M4 ag	CHRM5 antagonist	M4 antag	CHRM5 PAM	M5 ag	molecule
-1	-2	-13	-6	-2	-9	-3	7	-13	O=C(c1cccc(Cl)c1)c1nn(-c2ccccc2)c(=O)cc1C(F)(F)F
-12	2	-3	-4	4	4	-1	-8	-2	O=C(N/N=C/c1cccnc1)c1sc2ccccc2c1Cl
-8	3	1	0	1	0	7	1	1	NC(CO)c1csc(NC(=O)Nc2cccc(Cl)c2)n1 (stereo not drawn)
-10	4	5	-3	3	-2	-6	-2	4	NC(=O)C1CCN(C2=C(NS(=O)(=O)c3ccc(Cl)cc3)C(=O)c3ccccc3C2=O)CC1
3	15	-10	-15	0	7	0	-7	-8	O=C(C[n+]1cc(-c2ccc(Cl)c(Cl)c2)n2c1CCC2)OCc1ccccc1

The listing continues.
M1 antag	TAAR1 ag	M1 PAM	M1 ag	M4 ag	CHRM5 antagonist	M4 antag	CHRM5 PAM	M5 ag	molecule
-7	2	3	-5	0	11	5	-2	-4	CCOCCCN(CCC#N)C(=O)C1CCN(S(=O)(=O)c2ccc(-n3cnnn3)cc2)CC1
1	-2	11	-1	1	0	-5	2	-2	COc1ccc(/C=C/C(=O)NC(=S)Nc2ccc(Br)cn2)cc1
-11	15	10	-5	1	11	-2	-3	2	COc1cc(-c2nnc(-c3ccc(S(=O)(=O)c4ccccc4)cc3)o2)cc(OC)c1OC
-1	7	4	0	8	9	-6	-16	6	Cc1ccc(-c2cc(C(=O)N3CCN(c4ccccc4O)CC3)c3ccccc3n2)cc1
-28	0	8	-6	1	1	1	-1	0	Cc1cccn2cc(CCNS(=O)(=O)c3cccs3)nc12
4	-2	2	-7	-1	3	4	13	6	CCc1ccc(-c2cn(C3CCCCC3)c(=S)[nH]2)cc1
-1	0	4	-4	5	3	1	-5	1	Cc1ccc(S(=O)(=O)N2CCCCC2)cc1NC(=O)COC(=O)Cc1cccc2ccccc12
-1	2	3	-1	1	-13	-2	5	-5	Cc1ccccc1NC(=O)NCCCN1CCN(c2ccccc2)CC1
7	1	-2	-1	0	20	8	-5	2	Nc1nc[nH]c(=O)c1N=Cc1ccccc1
-7	7	4	-3	5	9	5	-4	-2	COCC(C)NC(=O)CSc1nc2cc(S(=O)(=O)N3CCCCC3)ccc2o1 (stereo not drawn)
-1	0	4	-4	1	-1	3	2	-1	CCCN1C(=O)COc2ccc(C(=O)c3ccccc3C(=O)O)cc21
-16	-2	1	1	6	-2	6	-3	-1	COc1ccc(/C=C2/SC(=S)N(CCCC(=O)Nc3ccc(O)cc3)C2=O)cc1
3	6	3	-7	1	5	-2	-3	-4	COc1ccc(CCN=C(N)NS(=O)(=O)c2cccs2)cc1OC
7	9	-2	-3	0	2	8	-7	1	Cc1cc(C)nc(SCC(=O)O)n1
-11	8	10	-2	7	0	-11	0	0	CCCCCCN1CC(=O)N2Cc3[nH]c4ccccc4c3C[C@H]2C1=O
-2	0	12	0	1	6	3	-1	-5	Cc1ccc(CCNC(=O)c2cc(-c3ccncc3)nc3ccc(S(=O)(=O)N4CCOCC4)cc23)cc1
-4	0	-1	-2	0	3	-6	-6	-3	COc1ccc(Cl)cc1S(=O)(=O)NC(C)C(=O)NCc1cccnc1 (stereo not drawn)
-11	7	12	3	0	13	-2	-2	1	COc1cc(CNC(=O)c2cnccn2)cc(OC)c1
1	0	2	-1	0	1	18	7	0	O=C1c2ccccc2C(=O)N1CC(=O)N1c2ccccc2Sc2ccc(C(F)(F)F)cc21
-10	6	4	-5	1	7	-8	-8	-7	Cc1ccc(CNC2=NCCCCC2)n1C
-40	16	15	6	0	-2	4	-4	-2	CCOc1ccc(NC(=O)CNC(=O)c2ccc(OC)c(OC)c2)cc1
-8	4	8	3	11	0	-7	0	1	CCc1ccc(-c2cc(C)no2)cc1S(=O)(=O)N1CCN(C(=O)c2ccco2)CC1
-13	2	11	-1	0	-1	-13	0	1	O=C1C[C@H]2CCCCC(=O)N3CC[C@@H](C1)[C@@H]23
·	2	·	·	5	-19	-18	18*	0	COc1cc(C(=O)C(=O)N2CCN(c3ccccc3)CC2)cc2ccccc12
0	3	2	-2	1	8	-9	1	1	Cc1ccccc1NC(=O)CNC(=O)N1CC(=O)Nc2ccccc21
-1	3	2	-2	16	13	-1	-18	-3	COc1ccccc1CNC(=O)c1cccc(S(=O)(=O)N(C)c2ccccc2)c1
-8	6	-12	-5	5	4	-11	-10	-3	Cc1ccc(SCCNC(=O)/C=C/c2ccccc2Cl)cc1
-3	0	5	-2	1	8	-11	2	0	O=S(=O)(CCCc1ccccc1)c1ncn[nH]1
-11	10	-7	1	1	9	5	3	-2	CC12CCC(C(=O)NCc3ccccn3)(OC1=O)C2(C)C (stereo not drawn)
2	11	12	0	-1	4	-11	6	-2	Cc1ccccc1C(C)NC(=O)COC(=O)Cn1cc(C(F)(F)F)ccc1=O (stereo not drawn)
-6	4	7	1	1	-2	-10	4	0	CCOc1cccc(NC(=O)C2CC(=O)N(C)C2)c1 (stereo not drawn)
9	1	-15	-8	1	0	0	-9	-2	Cc1ccc(F)cc1C(=O)N1CCCCC1c1cc(C(=O)Nc2ccc(F)c(Cl)c2)no1 (stereo not drawn)
-2	1	0	-2	0	7	7	-4	-3	CC(C)(C)c1cc2nc3c(c(=O)n2[nH]1)CN(Cc1ccccc1)C3=O
-5	4	2	-2	0	11	10	1	-1	CNC(=O)COc1ncnc2sc(C)c(C)c12
7	1	0	-1	3	6	-7	-2	-3	O=C(Nc1ccc2c(c1)OCO2)Nc1ccccc1F
-17	1	11	-4	0	2	6	-3	-2	O=C(Nc1cc(S(=O)(=O)N2CCCC2)ccc1Cl)C1=COCCO1
2	2	-3	-6	2	-9	-2	4	-4	O=[N+]([O-])c1cccc(C(=S)N2CCN(c3ccccc3)CC2)c1
-13	2	7	-3	0	-4	-19	3	-1	Cc1ccc(-n2c(-c3ccccc3)n[nH]c2=S)c(C)c1
-5	0	-11	-2	0	4	10	-2	1	CCCCNC(=O)c1nc(C2CCN(S(=O)(=O)c3ccccc3C(F)(F)F)CC2)oc1-c1ccccc1
15	3	-2	0	3	7	-7	-4	0	O=C(Cc1ccc(-c2ccccc2)cc1)OCC(=O)N1CCCC1=O
-5	1	9	-1	10	13	-2	-4	0	CSc1ccc(/C=N/S(=O)(=O)c2ccccc2)cc1
8	2	-7	-3	0	12	5	-5	0	O=C(CN1C(=O)c2ccccc2C1=O)Oc1ccc(Cl)cc1
